Source: PubChem
PNC inhibitor: blocks assembly of the perinucleolar compartment. PC3M PTB-GFP, PNC prevalence imaging, 16 h; active compounds read low. activity change (PNC), negative = inhibition, % at 10 µM. hit rate 3.1% among 140,000. AID 2417;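 active = readout at or below -70, meaning at least 70% loss of cells showing the perinucleolar compartment, a nuclear body marking cancer cells; inconclusive = readout between -30 and a set limit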;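 also: plate controls were DMSO wells for no effect and camptothecin positive control wells for full effect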
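Read-out is percentage of cells bearing a perinucleolar compartment, from automated 20x imaging of fixed, Hoechst-stained PC3M PTB-GFP cells. Cells were seeded 4 h, then exposed 16 h to compound (23 nl of library stock) in duplicate plates.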
IMPase cell inh: IMPase inhibition in cells. inhibition (IP1 accumulation), % at 46.1 µM. 120,000 tested, under 10 active. CHO-M1 cells, IP1 accumulation, HTRF TR-FRET ratio. P97697. AID 901; active = well fitted curve in the direction sought with a large enough effect in the signal ratio, not every such curve was filed as active; inconclusive = small, poorly fitted or top-dose-only effect, or a change in a side signal; inactive = no such curve, though single readings can be large or run the other way; the % refers to the signal ratio;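 also: cells stimulated with carbachol in lithium chloride buffer; plate controls were DMSO basal wells for no effect and reference inhibitor wells for full effect; higher means more IMPase inhibition seen as more IP1 and lower FRET ratio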
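Carbachol-driven Gq signalling in CHO-M1 cells (2000/well) generates IP1. Compounds that block IMPase raise IP1 and so reduce the FRET signal from Eu-anti-IP1 and d2-IP1 after a 10 min room-temperature lysis.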
12-hLO inh: blocks human 12-lipoxygenase activity; Potency, µM (titrated, usually from 57.1 µM), inactives show top-dose activity change, negative = inhibition, actives largely listed as inhibitors; hit rate 0.12% among 150,000; AID 1452; purified 12-hLO, xylenol orange hydroperoxide absorbance; P18054; also: potency is read from the fitted curve at half-maximal effect; nearly all actives have a fitted effect of over 55% in size; many of its hits are not listed in these tables
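Hydroperoxide output read as Fe(III)-xylenol orange absorbance, 573-to-405 nm ratio, after 30 min reaction with 40 uM arachidonic acid. Enzyme: 150 nM purified human 12hLO, 15 min compound preincubation; 25 mM Hepes pH 7.0, room temperature.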
ALOX15B inhib: inhibitors of human 15-lipoxygenase 2 (ALOX15B) | O15296 | purified 15hLO-2, xylenol orange hydroperoxide absorbance | Potency, µM (highest dose often 57.1 µM), for inactives: at the top dose activity change, negative = inhibition, hits mostly inhibitors | hit rate 0.56% among 110,000; also: potency is read from the fitted curve at half-maximal effect; nearly all actives have a fitted effect of over 60% in size; many of its hits are not listed in these tables
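Purified human 15hLO-2 (50 nM) preincubated 15 min with compound, then 45 uM arachidonic acid for 90 min at RT in 25 mM Hepes pH 7.5, 0.01% Triton X-100. Hydroperoxide detected by Fe-xylenol orange; 573/405 nm absorbance ratio.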
Active calls of the source: *; u = inconclusive; x = no result given; [ ] = remark or other dose. Unless noted, calls follow the shape of the dose curve; as a rule, active = well fitted curve in the direction sought with a large enough effect; inconclusive = small, poorly fitted or top-dose-only effect, or another doubt; inactive = no such curve, though single readings can be large; an effect the other way counts as inactive or inconclusive. Unless noted, % is scaled to controls: 0 for no effect and ±100 for the full control effect. An excerpt. The share of hits here may be higher or lower than overall.

SMILES,12-hLO inh,IMPase cell inh,PNC inhibitor,ALOX15B inhib
Cn1ccnc1SCC(=O)c1cccc(Br)c1,-12%,-7,0,-2%
CC(=O)COc1ccc2c3c(c(=O)oc2c1)CCCC3,0%,11,12,-16%
CCCCSCc1nc2nc(Cl)c(Cl)nc2[nH]1,-3%[11.4 µM],x,x,-4%[11.4 µM]
C=CCn1c(=O)c2ccccc2n2c(Sc3nnnn3-c3ccccc3)nnc12,-5%,-2,26,1%
O=C1CN(C(=O)CSc2nc3cc(Cl)ccc3c(=O)n2Cc2ccccc2)c2ccccc2N1,-2%,u,-7,x
O=C(/C(=C/c1ccccc1)c1ccccc1)N1CCCCC1,6%,7,100,-6%
CCOc1ccc2nc(NC(=O)CN3CCC(n4nnc5cc(C(F)(F)F)ccc54)CC3)sc2c1,-3%,-3,-8,50%[activator]
Cc1ccc(C)c(NC(=O)Cn2nc([N+](=O)[O-])c(Br)c2C)c1,-3%,x,34,x
Cc1cc(Nc2ccc(F)cc2C)n2nc(C)nc2n1,-1%,1,-12,1%
CCCn1c(SCC(=O)Nc2ccc(C)c(S(=O)(=O)N3CCOCC3)c2)n[nH]c1=O,-1%,2,u,x
COc1ccccc1N1CCN(C/C=C/c2ccc(N(C)C)cc2)CC1,-11%,9,u,38%[activator]
COc1ccccc1NS(=O)(=O)c1ccc(OC)c(OC)c1,1%,-4,-28,-4%
CC(NO)C(C)(C)NO (stereo not given),0%,0,28,-14%
Cn1c(-c2ccc(F)cc2)cnc1NCc1ccc(C#N)cc1,-13%,1,-10,4%
CC(=O)NCN1CCN(CNC(C)=O)CC1,4%,4,32,0%
Cc1cccc(C2=NN(c3ccc(Br)cc3)[C@@H](C(=O)N3CCOC3=O)[C@@H]2c2ccccc2)c1,1%[0.00818 µM],x,x,-5%[0.0915 µM]
CN(C1CCCC1)C1CCN(C(=O)CNC(=O)/C=C/c2ccccc2)CC1,-1%,x,-14,x
Cc1oc2c(c(=O)c1C)C(=O)CC(c1ccccc1)C2 (stereo not given),-7%,-3,10,4%
Cc1c(NC(=O)c2cccc(S(=O)(=O)N3CCOCC3)c2)c(=O)n(-c2ccccc2)n1C,6%,-3,u,-1%
COc1ccc(OC)c(N2C(=O)[C@@H]3C(c4ccccc4Cl)=NO[C@@H]3C2=O)c1,-11%,5,-26,-7%
COc1cccc(C2=NOC(C(=O)N3CCOCC3)C2)c1 (stereo not given),-4%,-2,-25,1%
CCOC(=O)c1c(C)[nH]c(C(=O)CN2C(=O)NC(CC)(c3ccccc3)C2=O)c1C (stereo not given),-3%,3,u,-1%
Cc1cc(C)c(S(=O)(=O)N2CCOC2CNC(=O)C(=O)NCc2ccco2)c(C)c1 (stereo not given),-2%,x,23,x
N#CC1(c2ccccc2)CCC(=NO)CC1 (stereo not given),10%,-2,4,1%
Cc1ccc(C)n1-c1ccc2c(c1)COC2=O,2%,2,79,x
CCOC(=O)/C(C#N)=C/c1ccc(OCC(=O)Nc2ccc(OC)cc2)c(OC)c1,4%,-9,-8,-8%
Cc1cc(SCC(=O)N/N=C/c2ccc(O)c(O)c2)c(C)cc1Br,u,3,31,u
Cn1nnnc1SCC(=O)N1CCN(c2ccc(Cl)cc2)CC1,-5%,9,u,2%
Cc1nn(C)c(C)c1CN(C)S(=O)(=O)c1ccc(F)cc1,1%,12,-7,x
CCC(C)(C(=O)NC1CCCCC1)N(C(=O)Cc1cccs1)c1ccccc1 (stereo not given),0%,0,-6,x
O=C(c1cccc(S(=O)(=O)N2CCOCC2)c1)N1CCCCCC1,-2%,u,-9,-1%
CCC(N=c1cc(-c2ccc(OC)c(OC)c2)oc2ccc(C)cc12)C(=O)O (stereo not given),-1%,x,u,x
CCOC(=O)c1ccc2c(c1)nc(C1CCN(S(=O)(=O)c3cccs3)CC1)n2CC,-3%,7,17,-1%
CC[C@@H]1C(c2ccc(F)cc2)=NN(c2ccccc2)[C@H]1C(=O)N1CCOC1=O,-4%[0.00818 µM],x,x,-15%[0.0915 µM]
NS(=O)(=O)c1ccc(CNC(=S)NCc2ccc(Cl)cc2)cc1,u,x,u,x
Cc1ccc(O)c(C(=O)c2cnc3c(c2)COc2ccc(C)cc2-3)c1,-2%,14,u,x
COc1cccc(NC(=O)CNC(C)CCC(C)C)c1 (stereo not given),-2%,10,u,22%
CCOC(=O)c1ccc(NS(C)(=O)=O)cc1,1%,5,13,1%
O=C1c2cccc3cccc(c23)C(=O)N1CCN1CCN(CC(O)COc2ccc3ccccc3c2)CC1 (stereo not given),-1%,-14,-4,x
O/N=C/c1ccc(-c2cc(Cl)ccc2Cl)o1,-1%,x,7,x
Cc1cc(C)cc(OCC(=O)N(Cc2cccs2)C2CCS(=O)(=O)C2)c1 (stereo not given),-1%,7,u,3%
Cc1ccc(-n2c(Cn3c(C)nc4ccccc43)n[nH]c2=S)cc1,-1%,x,7,x
COC(=O)c1ccccc1NC(=O)c1ccc(-c2ccccc2F)o1,0%,u,29,3%
CNC(=O)c1nn(-c2ccccc2)ccc1=O,-2%,7,u,-2%
O=C(COc1ccccc1)NNc1c2ccccc2nc2ccccc12,-9%,18,-13,-28%
Cc1cc(C)cc(OCc2ccc(C(=O)N3N=C(C(F)F)CC3(O)C(F)F)o2)c1 (stereo not given),-12%,-7,-26,10%
CCOC(=O)c1c(C)[nH]c(C)c1C(=O)CSc1nc2ccccc2c(=O)n1-c1ccc(Cl)cc1,-2%,x,u,x
CN1C(=O)C(=O)N(CC(=O)N2CCc3ccccc32)C1=O,5%,-14,20,-1%

Some of these compounds in order of SMILES length, low to high.
SMILES,12-hLO inh,IMPase cell inh,PNC inhibitor,ALOX15B inhib
CCOC(=O)c1ccc(NS(C)(=O)=O)cc1,1%,5,13,1%
O/N=C/c1ccc(-c2cc(Cl)ccc2Cl)o1,-1%,x,7,x
COc1cccc(NC(=O)CNC(C)CCC(C)C)c1 (stereo not given),-2%,10,u,22%
CN1C(=O)C(=O)N(CC(=O)N2CCc3ccccc32)C1=O,5%,-14,20,-1%
COC(=O)c1ccccc1NC(=O)c1ccc(-c2ccccc2F)o1,0%,u,29,3%
NS(=O)(=O)c1ccc(CNC(=S)NCc2ccc(Cl)cc2)cc1,u,x,u,x
Cc1ccc(-n2c(Cn3c(C)nc4ccccc43)n[nH]c2=S)cc1,-1%,x,7,x
Cc1ccc(O)c(C(=O)c2cnc3c(c2)COc2ccc(C)cc2-3)c1,-2%,14,u,x
Cc1cc(C)cc(OCc2ccc(C(=O)N3N=C(C(F)F)CC3(O)C(F)F)o2)c1 (stereo not given),-12%,-7,-26,10%
O=C1c2cccc3cccc(c23)C(=O)N1CCN1CCN(CC(O)COc2ccc3ccccc3c2)CC1 (stereo not given),-1%,-14,-4,x
CCOC(=O)c1c(C)[nH]c(C)c1C(=O)CSc1nc2ccccc2c(=O)n1-c1ccc(Cl)cc1,-2%,x,u,x

Further entries:
SMILES,12-hLO inh,IMPase cell inh,PNC inhibitor,ALOX15B inhib
Cc1ccnc(N2CCC(C(=O)Nc3ccc4c(c3)CCC4)CC2)n1,-4%,11,-24,-2%
S=C1NCN(C2CCCCC2)CN1Cc1ccccc1,-5%,4,-12,x
Cc1ccc(SCC(=O)Nc2ccc(F)cc2[N+](=O)[O-])cc1C,2%,x,u,x
COc1ccccc1NC(=O)C1(C)Cc2ccccc2C(=O)O1 (stereo not given),-5%,-7,u,2%
CN1[C@@H]2CC[C@H]1CC(OC(=O)[C@@H](O)c1ccccc1)C2 (stereo not given in full),0%[11.4 µM],17[20.6 µM],x,-5%[11.4 µM]
CCCCc1ccc(NC(=O)C2CCCO2)cc1 (stereo not given),-4%,-1,19,3%
c1ccc2nc(-c3ccncc3)ccc2c1,-4%,4,-2,9%
Cc1ccc(OCC(=O)N(Cc2ccccc2)C(C)C)c([N+](=O)[O-])n1,2%,x,9,x
CC1=C/C(=N\NC(=O)c2ccc(O)cc2)CC1,1%,5,-17,x
CNc1cc(C)nc(-n2nc(C)cc2C)n1,-9%,u,-3,30%
COCCCn1c(SCC(=O)Nc2nc3ccccc3s2)nnc1-c1ccoc1C,3%,11,-25,x
Cc1cc(C)cc(NC(=S)Nc2ccccn2)c1,u,x,u,x
CCc1ccc(NC(=O)C(C)OC(=O)c2ccc(NS(=O)(=O)c3ccc(C)c([N+](=O)[O-])c3)cc2)cc1 (stereo not given),-16%,x,u,x
Cc1ccc(NC(=O)/C=C/c2ccc3c(c2)OCO3)nc1,-3%,-4,1,x
COc1ccc(/C=C/C(=O)Nc2ccc3c(c2)CCC3)cc1OC,-4%,x,27,x
COc1cccc(-c2nnc(NC(=O)c3ccc4ncsc4c3)o2)c1,4%,x,12,x
Fc1ccc(CSc2nncn2NCc2ccccc2)cc1,-6%,u,-21,x
CC(C)CNC(=O)c1cc(-c2ccc(Cl)c(Cl)c2)on1,-2%,0,29,-14%
COc1ccc(/C=C/C(=O)c2cc(Br)ccc2OC(=O)c2ccco2)cc1OC,-3%,x,30,x
Cc1occc1C(=O)N/N=C/c1c[nH]c2ccccc12,8%,1,16,-6%
CCc1ccc(OCC(O)CNC(C)(C)C)cc1 (stereo not given),1%,2,-3,11%
O=C1[C@@H]2CSCN2C(=O)CN1CCc1cccc(F)c1,0%,2,41,2%
CCC(C)NC(=O)CSC1=Nc2ccccc2C2=NC(CCC(=O)NCc3ccco3)C(=O)N12 (stereo not given),2%,-5,88,x
CCCCn1nnnc1SCC(=O)c1ccc(C)c(C)c1,-9%,17,6,-1%
CCOC(=O)c1cccnc1SCc1cc(=O)n2ccccc2n1,-3%,4,15,-17%
O=C(c1ccc([N+](=O)[O-])cc1)N(Cc1ccc(Br)cc1)N1C(=O)CCCC1=O,-7%,15,7,6%
CSc1nc2ccc(NC(=O)C3CC(=O)N(Cc4ccco4)C3)cc2s1 (stereo not given),1%,-2,2,-3%
COc1ccc(C(C)NC(=O)c2cccc([N+](=O)[O-])c2)cc1OC (stereo not given),-4%,x,33,x
CC(C)OCCCNC(=O)c1c(N)n(/N=C/c2cccs2)c2nc3ccccc3nc12,6%,6,44,-17%
COCc1cc(=O)n2[nH]c(C(F)(F)F)nc2n1,6%,-5,-6,2%
CCOC(=O)CSc1ncnc2c1nnn2-c1ccc(F)cc1,-3%,3,10,8%
COc1ccc(CN2C(=S)NC(C)(C)CC2(C)O)cc1 (stereo not given),u,x,u,x
O=C(NCc1ccccc1)C1CCN(S(=O)(=O)c2cccc3cccnc23)CC1,2%,-4,1,-3%
